Screening results as filed in PubChem.
human PMI inhibitors = MPI inhibition at elevated mannose 6-phosphate – biochemical, fluorescence intensity, high mannose 6-phosphate, primary screen (AID 1220) | inhibition, % at 20 µM, or IC50 in µM where a hit was titrated | recombinant PMI enzyme, coupled fluorescence intensity; higher % means a stronger effect | 190,000 tested, 0.66% active
LYP phosphatase = inhibitors of LYP phosphatase, biochemical, fluorescence intensity, uHTS (AID 1779). recombinant LYP phosphatase, fluorescence intensity; higher % means a stronger effect. one-dose inhibition, % at 11.5 µM; IC50 in µM for titrated hits. 290,000 tested, 0.054% active;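 further: plate controls were vehicle with enzyme for no effect and no enzyme for full effect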
P. falciparum M17LAP = P. falciparum M17LAP inhibitors, primary screen, biochemical, fluorogenic H-Leu-NHMec substrate, 1536-well (AID 1619); recombinant M17LAP, H-Leu-NHMec fluorogenic kinetic assay; higher % means a stronger effect; one-dose inhibition, % at 30 µM; IC50 in µM for titrated hits; 220,000 tested, 0.38% active;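 active means compound inhibiting the enzyme by more than half at any dose during confirmatory dose-response retesting; inconclusive means strong single-dose inhibitors picked by rank but not retested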;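 further: plate controls were full reaction with DMSO carrier for no effect and no enzyme background for full effect; strong numbers were not always called active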
AID2073 = disruptors of CaV2.2 binding to Mint1 – biochemical, HTRF (AID 2073); HTRF protein-protein interaction, Mint1-CaV2.2; higher % means a stronger effect; inhibition, % at 20 µM; hits with a dose series show IC50 in µM; 290,000 tested, 0.19% active; in the data active means inhibition mostly above about 51%, no sharp cut-off; inconclusive means no clear call, values can overlap the other calls; inactive means mostly below about 53%; further: some results filed as inactive read as strong as hits
Dynein cargo inh = dynein cargo transport inhibition; 3617.4 mouse cells, GR-EGFP nuclear translocation imaging; test concentration mostly 20 µM; stimulated with dexamethasone, 1 µM; hits give low values; z-score, hits read low; 220,000 tested, 0.47% active;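 active means plate z-score of nuclear minus cytoplasmic receptor signal below a set negative limit, without overly bright fluorescence or cell loss, cut at about -3.5 in these data, passing the limit was not always enough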;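 further: z-score of nuclear minus cytoplasmic ring GR-EGFP intensity difference per well; some compounds called inactive have numbers as strong as hits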
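Buffer or medium: tet-free, stripped-serum medium; Also added: dexamethasone, 1.0 µM final; Technique: high-content fluorescence imaging after fixation; Times: 48 h induction, 1 h compound, 30 min dex at 37 °C; Read-out: per-cell GR-EGFP intensity, nucleus versus surrounding cytoplasmic ring, well-averaged.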
P. falciparum M1AAP = malaria alanyl aminopeptidase activity blockers – biochemical, fluorogenic H-Leu-NHMec substrate, 1536-well (AID 1445) | recombinant M1AAP, H-Leu-NHMec fluorogenic kinetic assay; higher % means a stronger effect | inhibition, % at 30 µM; hits with a dose series show IC50 in µM | 220,000 tested, 0.42% active;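 active means primary inhibition above the hit cutoff, then over 50% inhibition at one or more dose response concentrations, cut at about 23% in these data, passing the limit was not always enough; inconclusive means conflicting primary data, or primary hits not chosen for dose response; inactive means low primary inhibition, or under 50% at every dose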;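 further: plate controls were DMSO full reaction for no effect and no enzyme background for full effect; strong numbers were not always called active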
XIAP antagonists = XIAP antagonists, biochemical, IAP family, fluorescence polarization (AID 1018); XIAP BIR domain, fluorescence polarization peptide displacement; higher % means a stronger effect; displacement, % at 20 µM; hits with a dose series show IC50 in µM; 200,000 tested, 0.007% active; in the data active means displacement above about 50%; further: a part of the inactive calls stands beside numbers as strong as those of hits
SIAH1 antagonists = blockers of Siah-1 interaction with plectin peptide – biochemical, fluorescence polarization, rhodamine-plectin, uHTS, primary screen (AID 1817) | one-dose displacement, % at 20 µM; IC50 in µM for titrated hits | 290,000 tested, 0.02% active | Siah-1 / rhodamine-plectin peptide fluorescence polarization; higher % means a stronger effect;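 active means displacement of at least 50% at 20 µM, with a fluorescence ratio check between 0.3 and a set limit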;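 further: plate controls were Siah plus tracer with DMSO for no effect and tracer alone without Siah for full effect; strong numbers were not always called active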
PMI inhibitors = inhibitors of human PMI, primary screen, biochemical, fluorescence intensity, coupled assay (AID 1209); 190,000 tested, 0.42% active; inhibition, % at 20 µM; hits with a dose series show IC50 in µM; purified PMI enzyme, coupled fluorescence intensity; higher % means a stronger effect;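 further: plate controls were DMSO vehicle for no effect and wells lacking substrate for full effect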
Dynein cargo inh cytoplasmic EGFP = also measured in Dynein cargo inh; calls as there; z-score; measured here: cytoplasmic GR-EGFP intensity; hits give high values
Dynein cargo inh nuclear GR-EGFP = recorded beside Dynein cargo inh, whose call it bears; z-score; measured here: nuclear GR-EGFP intensity;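 lower value marks the stronger effect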
Dynein cargo inh cell count = recorded beside Dynein cargo inh, whose call it bears; z-score; measured here: cell count per field
Active calls of the source: *; ? = inconclusive; / = no result given. Unless noted, no stated cut-off is given here; in the data, active means inhibition above about 50%; inactive means the rest.

Dynein cargo inh cytoplasmic EGFP	human PMI inhibitors	P. falciparum M1AAP	PMI inhibitors	LYP phosphatase	Dynein cargo inh nuclear GR-EGFP	Dynein cargo inh cell count	XIAP antagonists	Dynein cargo inh	P. falciparum M17LAP	SIAH1 antagonists	AID2073	Structure
-0.085	0%	-1%	2%	2%	0.69	-0.65	-4.9%	0.26	25%	5%	24%	COc1ccc(Cc2nnc(NS(=O)(=O)c3ccc(Cl)cc3)s2)cc1OC
-0.25	5%	5%	0%	3%	0.15	-1.1	0.0%	0.55	9%	-1%	-4%	CC(C)(CO)N=C1NS(=O)(=O)c2cc([N+](=O)[O-])ccc21
-0.18	14%	0%	3%	-8%	-0.5	0.38	-2.5%	-0.71	-1%	19%	0%	O=C(CSc1nnc2ccccn12)Nc1ccc2c(c1)OCO2
-0.25	1%	7%	9%	-9%	-0.34	1.1	-0.4%	-0.9	1%	-3%	2%	COc1ccccc1NC(=O)Cn1c(=O)n2nc(C)nc2c2ccccc21
-0.27	-3%	9%	10%	6%	-0.63	0.67	-4.5%	-0.53	28%	-2%	-4%	Cc1cc(C)n(/N=C/c2cccs2)c(=O)c1C#N
-0.14	0%	-2%	10%	-8%	0.39	0.035	-5.2%	0.14	4%	10%	0%	CC1C/C(=N\NC(=O)CCc2ccc(S(=O)(=O)N3CCOCC3)cc2)CC(C)(C)C1 (stereo unspecified)
-0.25	-2%	-3%	0%	-5%	-0.32	0.87	-6.0%	-0.66	0%	4%	-5%	CC(=O)c1c(C(C)=O)c(C)n(C2CCCCC2)c1C
-0.27	-7%	-1%	-3%	-4%	0.17	-0.23	-10%	0.57	3%	2%	1%	C=CCNc1nc(C)nc(OC)n1
-0.23	-6%	4%	-8%	-2%	-0.56	1.8	-5.1%	-0.89	15%	-3%	4%	COc1ccc(/C=C2\SC(=O)N(CCNC(=O)C3CC(=O)N(c4ccccc4)C3)C2=O)cc1 (stereo unspecified)
-0.37	7%	7%	14%	-2%	-0.0061	0.61	-1.5%	0.21	0%	15%	41%	CC(=O)N1CCC2(CC1)C/C(=N\NC(=S)Nc1ccccc1C)c1cc(O)ccc1O2
-0.24	-1%	4%	-2%	2%	0.37	0.017	-0.5%	0.51	11%	3%	-15%	S=c1[nH]nc(COc2ccccc2)n1/N=C/c1ccccn1
-0.16	11%	8%	16%	0%	0.28	0.69	-1.9%	-0.79	3%	2%	-2%	O=C(N/N=C/c1cccc(Oc2ccccc2)c1)c1ccccc1Br
-0.26	-2%	2%	-8%	-1%	0.19	-0.79	-1.4%	0.053	21%	2%	-4%	Cc1ccc(-n2nc(C)c3c(=O)[nH]c(C(F)(F)F)nc32)cc1
-0.26	/	3%	/	-8%	-0.072	0.11	/	0.072	-3%	0%	-9%	CC(C)Cn1cnc2c(c1=N)C(c1ccccc1)C1=C(CC(C)(C)CC1=O)O2 (stereo unspecified)
-0.33	10%	3%	12%	-9%	-0.32	0.91	-8.3%	-0.95	20%	0%	1%	Cc1c(C)[n+](=O)c(-c2ccco2)c(C)n1[O-]
-0.2	10%	13%	7%	3%	-0.48	0.64	-0.3%	-0.79	5%	6%	2%	O=S(=O)(c1cccc2c(S(=O)(=O)N3CCCC3)cccc12)N1CCCC1
-0.23	-8%	4%	5%	3%	-0.18	0.13	-9.0%	-0.35	1%	0%	-5%	COC(=O)[C@@H](NC(=O)Nc1cccc(Br)c1)C(C)C
-0.17	-6%	-1%	-12%	-4%	0.57	-0.11	-9.4%	2	5%	-2%	2%	CC(=O)Nc1ccc(NC(=O)Cn2nc([N+](=O)[O-])c(Br)c2C)cc1
-0.25	4%	4%	6%	0%	-0.061	0.22	-3.2%	0.14	-3%	-6%	3%	COc1ccc(OC)c(NC(=O)CSc2ncnc3c2cnn3-c2ccccc2Cl)c1
-0.21	22%	6%	-4%	0%	-0.24	0.23	-6.1%	-1.3	-6%	11%	?	O=C(COC(=O)c1ccc([N+](=O)[O-])o1)Nc1cccc(S(=O)(=O)N2CCCCC2)c1
-0.28	-7%	-8%	6%	-1%	1.2	-0.55	-3.9%	2.3	-1%	-4%	-11%	CCC(C)c1ccc(O)c(NC(=S)NC(=O)c2cccnc2)c1 (stereo unspecified)
-0.22	4%	/	8%	6%	0.22	0.24	-0.7%	-0.48	/	1%	3%	Cc1cc(C)c2c(=O)[nH]c(SCc3ccccc3)nc2n1
-0.15	-2%	-9%	-2%	2%	0.11	-0.73	-5.3%	1.1	2%	-5%	-9%	Cc1ccnc(NC(=O)CCC(=O)N(CC(=O)NCc2ccccc2)Cc2cccs2)c1
-0.22	7%	5%	2%	-3%	-0.41	0.69	-3.3%	-0.74	26%	1%	-2%	Cc1ccc(C(=O)N/N=C\c2cccn2C)cn1
-0.25	-14%	1%	0%	0%	-0.69	1.1	-9.1%	-0.68	9%	2%	11%	CC(NC(=O)Nc1ncccn1)(C(F)(F)F)C(F)(F)F
0.15	-6%	-1%	7%	-13%	1.3	-1.9	-4.2%	2.7	5%	4%	47%	COC(=O)c1c(NC(=O)c2ccc(N(C)S(=O)(=O)c3ccc(C)cc3)cc2)sc2c1CCCC2
-0.23	10%	17%	21%	-1%	0.05	-0.25	-5.9%	0.51	13%	2%	-9%	Cc1cccc(NC(=S)N/N=C2\CC(C)(C)Oc3ccc(O)cc32)c1
-0.099	-8%	7%	-5%	-4%	-0.095	0.3	-2.1%	-0.36	-2%	10%	31%	Cc1ccccc1NC(=O)CCC(=O)N/N=C/c1ccc(F)cc1
-0.12	8%	-5%	12%	-4%	0.0065	0.56	-9.4%	-0.1	4%	-5%	1%	O=S(=O)(/N=C(/c1ccccc1)N1CCCCC1)c1ccccc1
-0.25	/	0%	/	-7%	0.39	-0.16	/	-0.097	-10%	6%	-32%	Cc1[nH]c(=S)c(C#N)c(C)c1CCC#N

2 entries from above, field by field.
CCC(C)c1ccc(O)c(NC(=S)NC(=O)c2cccnc2)c1 (stereo unspecified)
  Dynein cargo inh cytoplasmic EGFP = -0.28; human PMI inhibitors = -7%; P. falciparum M1AAP = -8%; PMI inhibitors = 6%; LYP phosphatase = -1%; Dynein cargo inh nuclear GR-EGFP = 1.2; Dynein cargo inh cell count = -0.55; XIAP antagonists = -3.9%; Dynein cargo inh = 2.3; P. falciparum M17LAP = -1%; SIAH1 antagonists = -4%; AID2073 = -11%
CC1C/C(=N\NC(=O)CCc2ccc(S(=O)(=O)N3CCOCC3)cc2)CC(C)(C)C1 (stereo unspecified)
  Dynein cargo inh cytoplasmic EGFP = -0.14; human PMI inhibitors = 0%; P. falciparum M1AAP = -2%; PMI inhibitors = 10%; LYP phosphatase = -8%; Dynein cargo inh nuclear GR-EGFP = 0.39; Dynein cargo inh cell count = 0.035; XIAP antagonists = -5.2%; Dynein cargo inh = 0.14; P. falciparum M17LAP = 4%; SIAH1 antagonists = 10%; AID2073 = 0%

(more compounds)
Dynein cargo inh cytoplasmic EGFP	human PMI inhibitors	P. falciparum M1AAP	PMI inhibitors	LYP phosphatase	Dynein cargo inh nuclear GR-EGFP	Dynein cargo inh cell count	XIAP antagonists	Dynein cargo inh	P. falciparum M17LAP	SIAH1 antagonists	AID2073	Structure
-0.34	13%	5%	6%	-4%	-0.31	0.84	-1.5%	-0.11	12%	1%	-8%	COc1ccc(OC)c(NC(=S)NCc2cccnc2)c1
-0.22	11%	5%	8%	-2%	-0.26	-0.036	-7.1%	-0.05	-8%	-7%	23%	COc1ccc(Cl)cc1NC(=S)Nc1ccccc1F
-0.0046	3%	-3%	-6%	-5%	-0.095	0.21	-7.9%	0.41	4%	-3%	6%	O=C(CCCn1cc([N+](=O)[O-])cn1)NC1CCCCCC1
-0.15	0%	2%	4%	-6%	0.14	0.35	-3.9%	1.3	15%	-1%	-4%	CCc1ccc(-c2nn(-c3cc(Cl)ccc3[N+](=O)[O-])c(=O)c3ccccc23)cc1
-0.27	/	2%	/	-8%	0.34	-0.22	/	0.56	1%	17%	2%	Cc1ccc(F)cc1NC(=O)N1c2ccccc2NC(=O)CC1C (stereo unspecified)
-0.19	1%	2%	4%	-7%	1.4	-0.14	-7.4%	1.1	10%	22%	50%	COc1ccc(CC(=O)Nc2ccc(-c3noc(-c4ccc(Cl)cc4)n3)cc2)cc1
0.035	-19%	9%	-9%	-9%	0.38	0.83	-2.1%	0.46	-32%	3%	8%	O=C(O)CC(Cn1[nH]nnc1=S)c1ccccc1 (stereo unspecified)
-0.29	-2%	7%	1%	-5%	-0.1	-0.12	-2.7%	0.03	-4%	0%	-8%	CC(C)(O)C#Cc1ccc(C(=O)NC(CCCNC(N)=O)C(=O)O)s1 (stereo unspecified)
-0.14	10%	7%	9%	-2%	0.48	-0.3	-7.8%	0.32	1%	6%	5%	O=C(CNC(=O)c1ccc(Cl)cc1Cl)OCc1nc2ccccc2s1
-0.19	-1%	0%	-9%	-6%	0.64	-0.032	-1.4%	1.1	12%	2%	2%	Cn1cc(SCC(=O)O)c2ccccc21
-0.34	7%	1%	2%	-10%	0.41	-0.088	-14%	0.28	6%	25%	1%	CC1(C)COCN1C(=O)c1ccc(Cl)c(Cl)c1
-0.24	/	3%	/	1%	-0.43	0.6	/	-0.43	-4%	5%	16%	COc1ccc(C(=O)COc2ccc3ccc(=O)oc3c2)cc1
-0.18	4%	8%	1%	-5%	0.12	1	-1.2%	0.22	9%	6%	6%	O=C(CCCN1C(=O)c2ccccc2C1=O)N1CCCCC1
-0.15	7%	1%	7%	3%	-0.12	-0.66	-1.7%	-0.57	-15%	6%	9%	CC(C)(C)c1ccc(CN2N=C(/C=C/c3ccccc3)CCC2=O)cc1
-0.22	11%	1%	8%	-6%	0.1	0.36	-5.4%	-0.44	-1%	0%	2%	C=C(C)Cn1c(-c2ccc(OC)cc2)nc2ccccc21
-0.12	19%	2%	15%	3%	0.44	-0.65	-9.8%	-0.11	10%	4%	12%	CC(NC(=O)c1cccs1)C(c1cccs1)N1CCN(c2ccccc2)CC1 (stereo unspecified)
-0.076	4%	7%	10%	-6%	-0.11	0.97	-7.6%	-0.55	10%	-1%	-13%	S=C(Nc1ccccc1)N(Cc1ccccc1)Cc1ccncc1
